HepG2 viability – qHTS for Inhibitors of TGF-b: Cytotox Counterscreen. Potency, µM (doses to about 46.1 µM), without a hit: at the highest dose activity change, negative = cytotoxicity, hits mostly cytotoxic. HepG2 CAGA-GFP viability, ATP luminescence, 18 h. actives 0.76% (n = 410,000). AID 588856, 2011; note: potency is the fitted concentration of half-maximal effect; some results filed as inactive show a strong effect at the top dose
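CellTiter-Glo luminescence gave cytotoxicity after 18 hours at 37 degrees C. The cells were HepG2 CAGA-GFP in 1% FBS DMEM, stimulated with 500 pg/mL TGF-beta after compound addition. %Activity was normalised to no-cell wells (complete cell-killing) and DMSO (no toxicity), and curves were fitted and classified.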
TGFb inhibitor – qHTS for Inhibitors of TGF-b. HepG2 CAGA-GFP TGF-b/SMAD3 reporter, GFP fluorescence, 18 h; TGF-beta stimulated, 500 pg/mL final. Potency, µM (highest dose often 46.1 µM), for inactives: at the highest dose activity, negative = inhibition, actives largely listed as inhibitors. actives 1.2% (n = 410,000). AID 588855, 2011; note: potency is the fitted concentration of half-maximal effect; % is set by controls: 0 for no effect and ±100 for the full control effect; nearly all actives have a fitted effect of over 65% in size
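Read-out: total well GFP (ex488/em500-530) summed from mean per-cell fluorescence. Cells: HEPG2 CAGA-GFP, 1% FBS DMEM, 18 h at 37 degrees C with 500 pg/mL final TGF-beta. Unstimulated wells served as the full-inhibition control; stimulated DMSO wells = 0%.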
Nrf2 block – Nrf2 qHTS screen for inhibitors | A549 ARE-Fluc reporter, luciferase luminescence, 18-24 h | Potency, µM (doses to about 46 µM), inactives show at the top dose activity change, negative = inhibition, most hits filed as inhibitors | actives 2.1% (n = 360,000); note: potency is the fitted concentration of half-maximal effect; % is set by controls: 0 for no effect and ±100 for the full control effect; nearly all actives have a fitted effect of over 60% in size
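Nrf2 function is reported as luminescence of an ARE-controlled luciferase in A549 cells. Compounds were tested at several concentrations, and a CellTiter-Fluor read on the same wells flagged cytotoxicity.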
A549 viability – Nrf2 qHTS screen for inhibitors: counterscreen for cytotoxicity | Potency, µM (series often up to 46 µM), for inactives: at the highest dose activity change, negative = cytotoxicity, hits mostly inhibitors | actives 0.16% (n = 390,000) | A549 ARE-Fluc cells, CellTiter-Fluor viability, 18-24 h | AID 504648, 2011; note: potency is the fitted concentration of half-maximal effect; % is set by controls: 0 for no effect and ±100 for the full control effect
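A549 ARE_Fluc cells in 5% FBS OPTI-MEM were exposed to compounds in concentration-response for 18-24 h at 37 deg C. Viability was read by CellTiter-Fluor fluorescence (Ex 405/Em 525) after 30 min, before the luciferase read.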
Nrf2 activator – qHTS of Nrf2 Activators | actives 0.31% (n = 410,000) | Potency, µM (titrated, usually from 46.1 µM), for inactives: at the highest dose activation, usual class: activators | AREc32 ARE-luciferase reporter (MCF7-derived line), luminescence, 24 h; note: potency is the fitted concentration of half-maximal effect; % of control where 0% means no effect; nearly all actives have a fitted effect of over 65% in size
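Cells of the AREc32 ARE-luciferase line are plated in OPTI-MEM containing 5% FBS and left overnight at 37 deg C. Compounds are pinned in, incubation continues 24 hr, and firefly luciferase signal is then measured.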
pAkt inh – HTS Assay for Inhibitors of Akt Phophorylation: Primary Screen; Neuro2A IGF-stimulated pAkt S473 HTRF, 20 min; active compounds read low; activity change, % for hits at 50 µM; actives 0.32% (n = 360,000); AID 651550, 2012; in the data active = activity change below about -80%; inconclusive = mostly about -51% to -80%; note: % is set by controls: 0 for no effect and ±100 for the full control effect
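Single-point screen (50 µM final compound) in Neuro2A cells stimulated 20 min with 6 nM IGF at 37 deg C. After lysis, Ser473-phosphorylated Akt read by HTRF (ex 330 nm, em 615/665 nm) as the 665/615 ratio.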
Mm-Cpn inhibitor – Inhibitors of TCP-1 ring complex (TRiC) of Methanococcus maripaludis (MmCpn): qHTS. Chaperonin Mm-Cpn (Methanococcus maripaludis). purified Mm-Cpn ATPase, ADP Transcreener TR-FRET. Potency, µM (doses to about 76.9 µM), for inactives: at the highest dose activity, negative = inhibition, actives largely listed as inhibitors. actives 0.031% (n = 330,000); note: potency is the fitted concentration of half-maximal effect; % is set by controls: 0 for no effect and ±100 for the full control effect; nearly all actives have a fitted effect of over 80% in size
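ATPase read-out: TR-FRET ADP immunoassay (anti-ADP Eu cryptate vs ADP-d2), ex 320 nm, em 590/665 nm; signal drops as ADP forms. Enzyme 25 nM, ATP 10 uM, 30 min at 37°C after 10 min compound preincubation.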
Abeta yeast res – qHTS for compounds that reverse cellular toxicity of Amyloid beta (A-beta) peptide in yeast: Primary Screen; yeast expressing A-beta42, growth rescue, OD600, 48 h; response scale: 0% DMSO, 100% iron-clioquinol control; Potency, µM (series often up to 46.1 µM), inactives show at the highest dose growth rescue, usual class: activators; actives 0.063% (n = 410,000); note: potency is the fitted concentration of half-maximal effect; nearly all actives have a fitted effect of over 55% in size
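Growth rescue measured by 600 nm absorbance after 48 h yeast culture at 30 C with compound. Values normalized between DMSO and an equimolar ferric chloride plus clioquinol control.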
CCT chaperon mod – High-Throughput Screening for Modulators of Cytosolic Chaperonin Activity | purified chaperonin ATPase assay, HTRF ADP detection, 30 min | activity change, % (test concentration not listed), hits read low | actives 0.3% (n = 360,000); in the data active = activity change below about -30%; note: % is set by controls: 0 for no effect and ±100 for the full control effect
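TRiC (40 or 20 nM final, by batch activity) in 30 mM Tris pH 7.4, 100 mM KCl, 5 mM MgCl2, 1 mM DTT was treated with compound at 76 uM single dose, then 10 uM ATP, 30 min at 37 °C. ADP was read by HTRF Transcreener.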
Numbers without * were called inactive; i = inactive; ? = inconclusive; / = no result given; & = joins results of further samples; [ ] = dose if it differs, or a comment. Unless noted, calls come from the whole dose curve; as a rule, active = well fitted curve in the direction sought with a large enough effect; inconclusive = small, poorly fitted or top-dose-only effect, or another doubt; inactive = no such curve, though single readings can be large; an effect the other way counts as inactive or inconclusive. These rows are one share of the data; rates above refer to the full screens.

SMILES	HepG2 viability	TGFb inhibitor	Nrf2 block	A549 viability	Nrf2 activator	pAkt inh	Mm-Cpn inhibitor	Abeta yeast res	CCT chaperon mod
CCN1CCN(C(=O)Cc2ccc(C)cc2)CC1	-2%	-18%	23%	-4%	1.6%	i	1%	-6%	-4.4
C[C@H]1COc2cccc(N3CCN(C)CC3)c2S(=O)(=O)N1	/	/	/	/	0.0%	i	/	-13%	-0.8
O=C1CN(O)C(c2ccccc2Cl)=c2cc(Br)ccc2=N1	-12%	-8%	?	11%	2.9%	i	0%	9%	0.6
CCOP(=O)(OCC)C(NC(=O)CC(C)C)C(Cl)(Cl)Cl (configuration not stated)	2%	4%	-10%	-16%	-0.5%	i	-1%	5%	-2.3
O=C(NCc1ccc(C(=O)N2CCC3(CC2)OCCO3)cc1)c1cccc(Br)c1	-13%	-17%	/	7%	-0.4%	i	1%	-16%	-3.7
COC(=O)C1=C(c2cccc(OC)c2OC)C[C@@H]2CC[C@H]1N2C(=O)NCCS(C)=O (some centres not stated)	2%	10%	2%	-8%	-0.8%	i	/	-8%	0.6
CCC(=O)c1cn(Cc2ccccc2C#N)c2ccccc12	-4%	0%	?	/	-0.2%	i	0%	10%	2.5
CCOc1ccc(Cl)cc1CNCCc1ccccc1F	-7%	4%	-7%	7%	-0.1%	i	0%	5%	0.6
O=S(=O)(c1ccc(Cl)cc1)N1CC1c1ccccc1 (configuration not stated)	1%	-20%	-19%	-1%	2.2%	i	1%	6%	-2.1
O=C(Nc1nc(-c2ccccc2)c(-c2ccccc2)s1)c1ccc(S(=O)(=O)N(CCCl)CCCl)cc1	4%	1%	6%	-2%	-0.5%	i	-25%	5%	-1.5
Cc1ccc2c(c1)N(CCC(=O)N1CCC3(CC1)OCCO3)C(=O)CO2	-12%	8%	-10%	10%	-0.7%	i	-6%	5%	-0.9
Cc1cc(NC(=O)COC(=O)c2c(C)nn(Cc3ccccc3)c2C)no1	1%	?	-22%	2%	0.1%	i	3%	17%	0.1

Entries of single compounds as entered above. Order of screens: HepG2 viability	TGFb inhibitor	Nrf2 block	A549 viability	Nrf2 activator	pAkt inh	Mm-Cpn inhibitor	Abeta yeast res	CCT chaperon mod
C[C@H]1COc2cccc(N3CCN(C)CC3)c2S(=O)(=O)N1 reads /	/	/	/	0.0%	i	/	-13%	-0.8
CCOP(=O)(OCC)C(NC(=O)CC(C)C)C(Cl)(Cl)Cl (configuration not stated) reads 2%	4%	-10%	-16%	-0.5%	i	-1%	5%	-2.3

(next part)
SMILES	HepG2 viability	TGFb inhibitor	Nrf2 block	A549 viability	Nrf2 activator	pAkt inh	Mm-Cpn inhibitor	Abeta yeast res	CCT chaperon mod
CC(C)(C)NC(=S)N1CCn2cccc2C1c1cccnc1 (configuration not stated)	13%	-3%	2%	0%	-0.7%	i	-1%	12%	0.1
CC(/C=C(\C)Nc1ccccc1)=Nc1ccccc1	-9%	-17%	6%	2%	-0.1%	i	1%	-5%	1.9
COc1ccc2nc(N3CCN(C(=O)CS(=O)(=O)c4ccc(C)cc4)CC3)sc2c1	-9%	?	/	-7%	0.0%	/	/	-3%	/
C=CCN(CC=C)C(=O)Nc1ccc(OCC)cc1	-12%	-9%	18%	0%	2.1%	i	1%	-2%	1.7
COc1ccc(N2C(=O)NC(=O)/C(=C/c3ccc([N+](=O)[O-])s3)C2=O)cc1	5%	-23%	-7%	?	13%	i	-3%	-95%[inhibitor]	0.6
O=C(COC(=O)Cc1ccccc1)Nc1ccc(F)cc1	-11%	-9%	1%	0%	-0.6%	i	-1%	1%	-0.9
NS(=O)(=O)c1ccc(N=Nc2c(O)[nH]c(=S)[nH]c2=O)cc1	15%	-2%	-1%	-24%	0.0%	i	0%	-5%	-0.2
Cc1oc(-c2ccccc2F)nc1CS(=O)CC(=O)N1CCC2(CC1)OCCO2 (configuration not stated)	-10%	-8%	1%	-13%	-0.2%	/	0%	12%	-7.9
O=C(c1cc(S(=O)(=O)N2CCOCC2)ccc1F)N1CCC2(CC1)OCCO2	-8%	-1%	9%	-2%	0.1%	i	1%	-10%	0.5
O=C1CC(c2ccc(Br)cc2)c2c(c3ccccc3oc2=O)O1 (configuration not stated)	23%	15%	/	8%	-0.3%	/	/	-2%	/
COc1ccc2c(c1)CC1(CN2C)C(=O)NC(=O)N(CCc2ccccc2)C1=O (configuration not stated)	-20%	15%	-9%	-8%	0.8%	i	1%[15.4 µM]	20%	-0.9
C[C@]12CC[C@@H](O)CC1=CC(=O)C1C2CC[C@]2(C)C(=O)CCC12 (some centres not stated)	-24%	-9%	15%	-1%	3.4%	i	-2%	9%	-0.9
CC12CC[C@H]3[C@@H](CCC4(O)C[C@H](O)CCC34/C=N/NC(=O)c3ccccc3O)C1(O)CCC2C1=CC(=O)OC1 (some centres not stated)	-53%	?	?	-1%	0.5%	i	-8%	-2%	1.6
CCCCOP(=O)(c1ccc(N(C)C)cc1)C(Nc1ccccc1)c1ccccc1 (configuration not stated)	-95%	16µM*	?	?	-0.9%	i	-2%	-16%	0.0
CCOc1ccccc1C1SCC(=O)Nc2c1c(=O)[nH]n2C(CC)CC (configuration not stated)	4%	-6%	19%	-3%	-0.3%	i	-2%	13%	1.8
COCCCNC(=O)CC1C[C@H](C(=O)N2CCCCC2)[C@@]2(CCc3ccccc3)c3[nH]c4ccccc4c3CCN2C1=O (some centres not stated)	-24%	-4%	?	0%	-0.3%	i	3%	-8%	-4.1
COC(=O)C1=C(c2ccc(OCc3ccccc3)cc2)C[C@@H]2CC[C@H]1N2C(=O)NCc1ccc2c(c1)OCO2	-34%	?	/	/	0.1%	i	/	2%	0.7
Cn1c(O)c(/C=N/NC(=O)c2ccncc2)c(=O)[nH]c1=S	-15%	-4%	7%	-25%	0.6%	i	-15%	10%	-0.9
CCC(=Nc1ccc2c(c1)CCC2)c1c(O)n(C2CCCCC2)c(=O)[nH]c1=O	-2%	0%	11%	-7%	0.1%	i	-1%	-5%	-0.3
Cc1c(C=O)c2ccccc2n1Cc1ccccc1	-40%	?	-19%	-13%	1.7%	i	2%	5%	-1.0
C/C=C1\NC(=O)[C@@H](NC(=O)[C@H](CCc2ccc(O)cc2)NC(=O)[C@H](C)NC(=O)[C@H](O)CO)[C@@H](C)OC(=O)[C@H](C(C)C)NC(=O)[C@H](Cc2ccc(O)cc2)N(C)C(=O)[C@H](Cc2ccccc2)N2C(=O)C(CC[C@H]2O)NC1=O (some centres not stated)	0%	23%	-2%	4%	0.3%	i	3%	-6%	-1.4
COc1cc(N2CCOCC2)ccc1/C=C1\C(=O)NC(=O)N(C2CCCCC2)C1=O	3%	8%	1%	-4%	0.4%	i	-2%	35%	-1.3
Cc1cc(C=C2C(=O)N(C)C(=S)N(C)C2=O)c(C)n1-c1cccnc1	9%	10%	7%	-3%	-0.9%	i	-7%	17%	0.9
COc1ccc(C(=O)N2CCCC2=O)cc1	1%	-1%	-1%	-14%	-0.9%	i	0%	1%	-3.2
CN(Cc1c[nH]c2ccccc12)C1CCCCC1	-17%	-27%	-5%	0%	3.9%	i	0%	3%	-4.3
COc1ccc2c(c1)c(C(=O)C(C)N1CCCCC1)c(C)n2C (configuration not stated)	9%	1%	5%	-5%	-0.7%	i	0%	-9%	-0.2
O=C(COc1ccccc1F)N1CCN(CCN2C(=O)c3cccc4cccc(c34)C2=O)CC1	53%	-7%	-7%	-3%	3.0%	i	2%	18%	-4.0
C#CCOc1ccc2c(c1)c(C(C)=O)c(C)n2Cc1ccccc1	6%	-22%	?	-2%	0.2%	i	1%	-32%[inhibitor]	0.8
CCC(=NCCCn1ccnc1)c1c(O)n(Cc2ccccc2)c(=O)[nH]c1=O	0%	-8%	-1%	4%	-0.1%	i	-1%	13%	-0.6
CC12CCC3C(CCC4C/C(=N/O)CCC43C)C1CCC2O (configuration not stated)	-4%	-6%	-18%	-1%	-0.6%	i	-5%	-13%	-1.6
COc1ccc(C2NCCc3[nH]cnc32)cc1 (configuration not stated)	7%	12%	3%	1%	0.6%	i	4%	-2%	-3.5
CC(=O)c1cccc(NC(=O)N2C[C@H]3C[C@@H](C2)c2cccc(=O)n2C3)c1	4%	29%	2%	-4%	-1.2%	i	0%	-11%	-1.7
O=[N+]([O-])c1cc(Cl)c(O)c(-[n+]2c(-c3ccccc3)cc(-c3ccccc3)cc2-c2ccccc2)c1	-2%	?	?	-15%	10%	i	-3%	3%	-0.8
CN1CCC(=O)N(CCN=[N+]=[N-])CC1	2%&2%	?	8%	-4%	0.3%	i	-5%	-4%	-2.4
COc1ccc(OCC(=O)N2CCN(Cc3ccc(SC)cc3)CC2)cc1	4%&-21%	?	?	2%&1%	3.1%&0.2%	i	5%	10%&-8%	-3.8

Just CCT chaperon mod, for 3 of the compounds above:
Structure	CCT chaperon mod
CN1CCC(=O)N(CCN=[N+]=[N-])CC1	-2.4
CCC(=NCCCn1ccnc1)c1c(O)n(Cc2ccccc2)c(=O)[nH]c1=O	-0.6
CC(=O)c1cccc(NC(=O)N2C[C@H]3C[C@@H](C2)c2cccc(=O)n2C3)c1	-1.7

Screening results as filed in PubChem BioAssay.
